Screening data (PubChem BioAssay)
PLCg1 inh: PLC-gamma1 (human) inhibition, primary screen; 0.84% of 370,000 active; P19174; purified PLC-gamma1, fluorogenic substrate, fluorescence; inhibition, % at 12.2 µM; in the data active means inhibition above about 9.5%
hcDAF12 agonist: activates DAF-12 receptor from parasite H. contortus; AID 652067; activation, % at 6.8 µM; HEK293 hcDAF-12 lit1-tk-luc reporter, luminescence; 0% DMSO, 100% Δ7-dafachronic acid; 1.4% of 370,000 active;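 active means activation above the mean of all tested compounds plus 3 SD, cut at about 5.5% in these data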;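 further: 100% = response to 3 µM Δ7-dafachronic acid high control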
ADAM17 inh: inhibits human ADAM17; P78536; recombinant ADAM17, EDANS/DABCYL FRET peptide cleavage; inhibition, % at 6.95 µM; 0.83% of 370,000 active; AID 720648;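 active means inhibition above the mean of compounds lying between control limits plus 3 SD, set per campaign, cut at about 8.5% in these data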;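 further: 0% = DMSO-only wells as the low control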
ADAM10 inh: inhibits human ADAM10; inhibition, % at 7 µM; recombinant ADAM10, EDANS/DABCYL FRET peptide cleavage, 3 h; 0.62% of 370,000 active;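 active means inhibition above a per-campaign cutoff equal to the mean of compounds falling between control-based bounds plus 3 SD, cut at about 20% in these data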;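 further: 0% = DMSO wells while the 100% control is not disclosed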
sPLA2-III inh: Inhibits HGIII-sPLA2 liposome hydrolysis, primary screen; Q9NZ20; QFRET BODIPY PC-A2 liposome hydrolysis, fluorescence; inhibition, % at 12.2 µM; 0.56% of 370,000 active;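 active means inhibition above mean plus 3 SD of compounds lying within the high and low control bounds, cut at about 19% in these data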;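 further: 0% = median of test compound wells and 100% = no enzyme DMSO wells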
Target sequence (Q9NZ20 whole entry, looked up): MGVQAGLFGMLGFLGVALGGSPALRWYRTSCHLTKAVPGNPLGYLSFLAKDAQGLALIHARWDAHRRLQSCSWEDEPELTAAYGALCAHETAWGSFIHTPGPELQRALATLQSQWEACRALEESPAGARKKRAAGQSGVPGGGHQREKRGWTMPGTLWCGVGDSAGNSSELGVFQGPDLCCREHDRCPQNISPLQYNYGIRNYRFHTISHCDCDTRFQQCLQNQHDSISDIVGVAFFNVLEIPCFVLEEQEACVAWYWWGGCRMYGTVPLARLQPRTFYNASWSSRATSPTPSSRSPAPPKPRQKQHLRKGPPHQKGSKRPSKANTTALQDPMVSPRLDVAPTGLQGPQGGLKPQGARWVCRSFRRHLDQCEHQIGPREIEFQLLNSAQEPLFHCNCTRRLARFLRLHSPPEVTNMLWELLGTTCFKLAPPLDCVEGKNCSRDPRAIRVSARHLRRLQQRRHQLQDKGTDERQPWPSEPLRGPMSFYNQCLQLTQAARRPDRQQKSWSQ
DAX1 inh-1: blocks DAX1 repression of SF-1 activated StAR promoter. HEK293T StAR-luciferase reporter, SF-1/DAX-1 repression relief. inhibition, % at 6.8 µM. 1.1% of 370,000 active. AID 652010;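 active means inhibition above the mean over all tested compounds plus 3 SD, cut at about 3.6% in these data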;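 further: 0% = DAX-1 cells with DMSO and 100% = cells lacking DAX-1 with DMSO; higher inhibition means more luminescence from relief of DAX-1 repression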
PLC-beta3 inh: PLC-beta3 (human) inhibition, primary screen; Q01970; Purified PLC-beta3, fluorogenic substrate, fluorescence; inhibition, % at 12.2 µM; 0.18% of 370,000 active; AID 720704; in the data active means inhibition above about 11%;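 further: 0% = median of compound wells on plate and 100% = full blocker control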
ssDAF-12 act: activators of S. stercoralis DAF-12 nuclear receptor; HEK293 ssDAF-12/GRIP1 lit1-tk-luc reporter, luminescence; % of 3 µM dafachronic acid response; activation, % at 6.8 µM; 1% of 370,000 active; AID 652126;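 active means activation above the mean over all tested compounds plus 3 SD, cut at about 0.9% in these data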;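 further: 0% = DMSO-only wells and 100% = 3 µM delta7-dafachronic acid wells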
GAA850 FXN act: activators of GAA850 frataxin (FXN) promoter; activation, % at 6 µM; 0.56% of 360,000 active; HEK293 lucGAA850 FXN promoter luciferase reporter, 24 h; percent of 10 µM SAHA response;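 active means activation above the average of all compounds screened plus 3 SD, cutoff fixed separately per campaign, cut at about 7.5% in these data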;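 further: 0% = DMSO wells and 100% = 10 µM SAHA wells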
hgDAF-12 ag: hgDAF-12 agonism, primary luciferase screen; HEK293 GAL4-hgDAF12 UAS-luciferase reporter, agonist luminescence; normalized to butyrate control; activation, % at 6.8 µM; 1.8% of 370,000 active; AID 687014;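 active means activation above a cutoff set at the mean of all screened compounds plus 3 SD, cut at about 10% in these data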;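 further: 0% = DMSO wells and 100% = sodium butyrate wells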
DAX1 inh-2: NR0B1 (DAX1) inhibition; P51843; HEK293 Gal4-DAX1 luciferase reporter, luminescence; inhibition, % at 6.75 µM; 0.99% of 340,000 active; AID 504766;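 active means inhibition above the mean over all tested compounds plus 3 SD, cut at about 4.2% in these data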;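 further: 0% = DAX1-transfected cells with DMSO and 100% = empty-vector control cells with DMSO; inhibition shows as a rise in luminescence from relieved DAX1 repression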
Target sequence (P51843 207-470 limits assumed): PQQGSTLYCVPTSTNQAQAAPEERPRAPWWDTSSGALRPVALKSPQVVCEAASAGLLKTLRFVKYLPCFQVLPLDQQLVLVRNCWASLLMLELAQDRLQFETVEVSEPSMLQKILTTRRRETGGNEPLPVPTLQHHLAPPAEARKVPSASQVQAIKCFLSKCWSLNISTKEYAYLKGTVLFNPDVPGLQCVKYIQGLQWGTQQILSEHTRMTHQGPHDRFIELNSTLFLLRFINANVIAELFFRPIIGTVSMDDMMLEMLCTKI
Numbers without * were called inactive; i = inactive; nt = not tested or not shown. An unsorted share of the library (roughly 6.9% active in at least one column).

SMILES	PLCg1 inh	hcDAF12 agonist	ADAM17 inh	ADAM10 inh	sPLA2-III inh	DAX1 inh-1	PLC-beta3 inh	ssDAF-12 act	GAA850 FXN act	hgDAF-12 ag	DAX1 inh-2
Cc1ccc(NS(=O)(=O)c2cccc(C(=O)OCC(=O)NCc3ccco3)c2)cc1	-1	2.2	-4	-2	-18	0.7	-2	-1.1	0.4	-0.3	-1.1
CN(C)c1ccc(C(=O)N2CCC2(C)C(=O)O)cc1 (configuration not stated)	2	-0.5	-4	-24	13	-0.9	-3	-1.1	0.8	0.1	nt
O=C(CNC(=O)c1ccc2c(c1)S(=O)(=O)N=C1CCCCCN12)Nc1ccc(F)c(F)c1	4	-0.3	-2	-1	-7	-0.1	-2	-0.8	-2.1	-0.8	-1.1
CC(C)CC(NC(=O)c1ccc(Cl)cc1Cl)C(=O)O (configuration not stated)	0	-0.1	1	-2	-2	-0.4	1	-1.1	-1.0	-3.1	1.0
C/C(=N\NC(=O)c1ccc(CSc2nncn2C)cc1)c1ccc2ccccc2c1	-3	-0.2	-1	-14	-1	0.4	-3	-0.6	0.4	0.0	0.1
COc1cc(C(=O)NCCOc2ccccc2C)c(Br)c(OC)c1OC	3	-1.9	-3	4	6	-0.5	-1	-1.2	0.4	-2.1	3.3
Cc1ccc(NC(=O)CCS(=O)(=O)c2cc3[nH]c(=O)c(=O)[nH]c3cc2C)cc1	-2	0.2	-2	-14	1	-0.1	-9	0.1	-0.8	0.9	0.2
O=C1CN(C(=O)COC(=O)CCS(=O)(=O)c2ccccc2Cl)c2ccccc2N1	0	1.8	0	-7	2	-0.3	-5	-0.3	-1.0	3.3	-0.4
CN(CCO)S(=O)(=O)c1ccc2c(c1)C(=O)c1cc(S(=O)(=O)N(C)CCO)ccc1-2	-4	-1.1	4	7	0	-0.4	-4	-1.4	0.6	1.1	0.4
CC1(C)CC(=O)C2=C(C1)N(c1ccc(F)cc1)C(N)=C(C#N)C2c1cccs1 (configuration not stated)	-26	-2.0	-16	-48	5	-0.1	-30	-0.6	-0.4	-0.3	-0.4
CCCCN1CN2Cc3cc(OC)ccc3C2CS1(=O)=O (configuration not stated)	-9	0.0	-8	-27	7	-0.1	-10	-1.0	nt	0.7	nt
Cc1ccc(NS(=O)(=O)c2ccc3oc(=O)ccc3c2)cc1Cl	4	-2.4	4	2	-18	0.0	-7	-1.8	1.3	-0.7	-1.3
Nc1nonc1-n1nnc(C(=O)N/N=C/c2ccc(OCc3ccccc3F)cc2)c1CNc1ccccc1	0	0.0	-3	1	-8	0.2	-2	-1.4	-1.0	2.4	-0.3
Nc1[nH]c(C(=O)c2ccccc2)c(-c2ccc(Br)cc2)c1C(=O)c1cccs1	-8	-0.1	6	6	-13	0.5	-8	-0.3	nt	2.3	nt
CCSc1nnc(NC(=O)c2nn(C(C)C)c(=O)c3ccccc23)s1	-2	-1.3	-2	-8	-7	-1.2	-6	-0.8	-1.2	0.0	0.5
N#Cc1cc2c(nc1SCc1cccnc1)CCC2	1	-0.8	2	12	5	-0.8	4	-1.8	1.3	-2.1	0.6
CC(C)C[C@H]1COc2ccc(Cl)cc2S(=O)(=O)N1	-1	-0.4	-1	-10	6	-0.8	0	-1.5	nt	0.4	nt
O=C(NCc1cccs1)C1CCC(CNS(=O)(=O)c2ccccc2)CC1 (configuration not stated)	12*	-0.7	8	9	1	0.3	5	-1.1	-0.5	1.1	1.3
CCn1cc(C(=O)NCc2ccccc2)c(=O)c2cc(F)c(N3CCN(C(=O)c4ccco4)CC3)cc21	-155	-4.7	-69	-227	-25	-3.1	-204	-2.4	0.2	-9.6	-2.0
Cc1nc(C(=O)NNC(=O)c2cccc(Cl)c2)c(C(F)(F)F)o1	0	-1.1	-5	4	-1	-0.7	0	-0.8	1.7	-2.8	-1.5
Cc1ccc(OCc2cc(C(=O)NCC(C)c3ccccc3)no2)cc1C (configuration not stated)	-5	-0.1	5	7	-6	-0.7	-7	-0.9	-1.9	1.2	-0.5
Cc1cccc(N(C(=O)CCC(=O)Nc2cc(C)on2)C(C(=O)NC2CCCC2)c2ccc(C)o2)c1 (configuration not stated)	-1	-1.0	-3	2	6	1.0	-1	2.2*	3.1	3.8	-1.0
Cc1ccccc1S(=O)(=O)N1CCCc2nc(C)c(C)cc21	-2	-2.2	-4	-4	9	0.0	-1	-1.1	nt	1.2	nt
COc1ccc(-c2cn(-c3ccc(Br)cc3)c3[n+]2CCS3)cc1	-1	-3.1	-5	-1	8	-1.9	0	-1.9	-0.4	-5.2	-1.3
Clc1ccc(-c2nnc(SCc3nc(-c4ccccc4)no3)o2)cc1	3	-1.5	-1	-4	-13	0.6	2	-1.0	2.8	1.0	2.6
Later entries:
SMILES	PLCg1 inh	hcDAF12 agonist	ADAM17 inh	ADAM10 inh	sPLA2-III inh	DAX1 inh-1	PLC-beta3 inh	ssDAF-12 act	GAA850 FXN act	hgDAF-12 ag	DAX1 inh-2
O=C(NC1CCCCC1)c1nc(-c2c(F)cccc2F)oc1-c1ccccc1	-1	1.0	-5	-12	11	-0.5	-5	-0.6	nt	3.4	nt
COCCNC(=O)c1ccccc1NS(=O)(=O)c1ccc(C)c([N+](=O)[O-])c1	3	-3.0	2	2	-6	-0.4	5	-0.3	-0.7	0.3	0.0
COCCCNC(=O)c1cccc2c(-c3cccc(C(N)=O)c3)coc12	1	-2.4	0	-5	1	-1.5	1	-1.2	-0.3	-1.7	nt
CC12CCC(C(N)C1=O)C2(C)C (configuration not stated)	2	-0.6	0	4	-4	1.3	-1	-1.2	0.8	0.2	1.7
CCCC(CCC)C(=O)Nc1cccc(-c2cn3c(n2)SCC3)c1	2	-0.6	3	10	0	0.2	-5	-0.9	0.1	0.5	-0.3
COC(=O)c1ccc(C(=O)Nc2nnc(-c3cccnc3)o2)cc1	1	0.3	-5	0	-2	0.7	-4	-1.8	nt	0.9	nt
CC(C)N1CC(COc2ccc(Cl)cc2Cl)OC1=O (configuration not stated)	1	-1.4	0	-1	-2	-0.8	0	-1.0	2.2	5.2	0.3
COc1ccc(N2CCN(C(=O)c3cc4c(s3)CCCCC4)CC2)cc1	4	-0.1	6	10	9	4.5*	3	-0.8	1.7	2.0	0.5
Cc1ccc2nc(NC(=O)CN3CCN(c4ccccn4)CC3)sc2c1	-2	1.0	-4	6	5	0.3	-7	-1.4	1.8	0.5	-0.6
Cc1ccc(-c2nn(-c3ccccc3)cc2C2SCC(=O)N2Cc2ccccc2)o1 (configuration not stated)	3	-1.3	2	-3	-5	0.4	5	-1.2	0.2	-0.3	-0.4
CCOCCCNC(=O)C(c1ccc(C)cc1)N(Cc1cccs1)C(=O)c1ccccc1O (configuration not stated)	-1	-1.4	-1	-2	-23	0.1	2	-1.6	0.0	-3.4	2.4
O=C(O)c1ccccc1-c1ccccc1C(=O)NCc1ccccc1Cl	1	-0.8	-5	-5	4	0.4	-10	0.9	2.9	-1.6	0.9
Cc1ccn2cc(-c3cccc(NC(=O)C(C)C)c3)nc2c1	-15	2.6	-112	-342	10	0.9	-31	-1.0	3.9	7.2	0.3
COc1ccc(S(=O)(=O)N2CCN(Cc3ccc4c(c3)OCO4)CC2)cc1F	0	0.2	-3	2	-7	0.5	-8	-0.8	1.5	1.0	-1.0
NC(=O)c1cnn(Cc2ccc(Cl)cc2)c1N	-1	0.6	-2	-4	0	0.1	-4	-1.5	1.3	-0.2	-1.0
COc1ccccc1OCc1nc2ccccc2s1	2	18*	1	7	-5	4.2*	-2	2.6*	3.7	9.7	-1.6
CC1CCN(C(=O)CCc2ccc(Oc3cc([N+](=O)[O-])cc([N+](=O)[O-])c3)cc2)CC1	0	-1.9	1	-2	0	0.1	-2	-2.0	2.5	-4.6	0.7
O=C(NC1CCCCC1)C(c1cccs1)N(C(=O)c1ccccn1)c1ccccc1 (configuration not stated)	2	-1.5	-4	0	-1	0.0	2	-1.3	-1.3	-0.1	4.2
COc1cc2c(cc1OC)C(C)N(C(=O)C1=NN(c3cccc(C)c3)C(=O)CC1)CC2 (configuration not stated)	-8	-1.1	-8	-15	-2	-0.9	-21	-1.1	0.3	-1.3	-0.4
Cc1cnc(NC(=O)CSc2nnc(-c3ccc(Cl)cc3Cl)n2N)s1	2	0.2	-3	0	-4	0.2	1	-0.9	-2.0	1.9	-0.1
NC(=O)C1CC=CCC1C(=O)OCC(Cl)=C(Cl)Cl (configuration not stated)	-21	-1.9	-7	-22	-1	-0.6	-21	-0.4	0.0	-1.3	0.9
CC(=O)NCCSCCNC(C)=O	8	-1.0	-3	3	5	0.3	5	-0.4	1.0	-2.7	-0.7
CN(C)CCCNC(=S)N1CCC(c2nc3ccccc3[nH]2)CC1	3	-0.2	-1	-6	5	-0.5	-4	-1.6	2.0	-2.9	1.8
Cc1ccc(NC(=O)c2cc(S(=O)(=O)N(C)C)ccc2N2CCCC2)cc1F	5	2.5	0	4	-2	2.6	-6	-0.8	-1.6	2.4	-0.2
CN(C)c1ccc(C(=O)Nc2ccc(S(=O)(=O)NC3=NCCCCC3)cc2)cc1	-98	-0.6	-8	-32	-7	-0.9	-119	-1.0	-1.5	-1.5	0.5

Marked active in PLCg1 inh, among the entries above:
SMILES | PLCg1 inh | hcDAF12 agonist | ADAM17 inh | ADAM10 inh | sPLA2-III inh | DAX1 inh-1 | PLC-beta3 inh | ssDAF-12 act | DAX1 inh-2
O=C(NCc1cccs1)C1CCC(CNS(=O)(=O)c2ccccc2)CC1 (configuration not stated) | 12* | -0.7 | 8 | 9 | 1 | 0.3 | 5 | -1.1 | 1.3

Going on with the list:
SMILES	PLCg1 inh	hcDAF12 agonist	ADAM17 inh	ADAM10 inh	sPLA2-III inh	DAX1 inh-1	PLC-beta3 inh	ssDAF-12 act	GAA850 FXN act	hgDAF-12 ag	DAX1 inh-2
COc1ccc(C(C)(O)c2nc(-c3cccc(C(F)(F)F)c3)cs2)cc1 (configuration not stated)	1	1.2	4	4	-13	-1.3	-4	-1.5	-0.1	-1.5	nt
Cc1ccc(C)c(OCCC(=O)OCC(=O)NCCNC(=O)COC(=O)CCOc2cc(C)ccc2C)c1	3	-1.8	2	4	-5	-0.5	3	-0.9	0.8	-1.5	-0.4
NS(=O)(=O)c1cccc(NC(=O)COC(=O)c2cc(Cl)ccc2[N+](=O)[O-])c1	0	-1.1	1	1	2	0.5	-6	-1.6	-0.5	-3.1	-0.6
Cc1c(C(=O)O)sc2nc(SCC(=O)Nc3ccc(S(=O)(=O)NCCCC(=O)O)cc3)[nH]c(=O)c12	4	0.5	-2	-11	-1	0.1	2	-1.0	0.7	2.0	-1.6
O=C(Cc1ccc([N+](=O)[O-])cc1)NNC(=O)c1ccc2c(c1)OCO2	-2	-1.5	-6	-7	3	0.0	-7	-0.7	-0.5	0.1	-0.2
O=C(COc1ccccc1)Nc1ccncc1	-3	-1.4	-85	0	2	-1.5	2	-1.2	0.1	0.7	0.5
C=CCN1C(=O)C(O)(CC(=O)c2ccccn2)c2ccccc21 (configuration not stated)	-3	-0.5	-4	-15	7	-0.1	-1	-0.1	2.1	-0.5	-0.4
CC(C)OCCOc1ccc2oc(-c3ccco3)cc(=O)c2c1	i	-0.8	-461	i	-5	0.2	i	-1.1	3.1	1.5	0.7
